Large T inhibition: TAg ATPase/helicase activity blockers – biochemical (AID 1903); SV40 large T antigen ATPase/helicase inhibition assay; higher % means a stronger effect; inhibition, % at 20 µM; hits with a dose series show IC50 in µM; hit rate 0.39% among 310,000; in the data active = a potency from the dose series; inconclusive = inhibition mostly from about 32% at the one dose, without a potency; inactive = the rest, 99 in 100 with inhibition below about 32%; also: strong numbers were not always called active
CSM14.1 death rescue: rescue of cells from ER stress-induced death, primary screen, 384-well, CSM14.1, thapsigargin, ATP luminescence (AID 1222) | CSM14.1 thapsigargin-induced death rescue, ATP luminescence; higher % means a stronger effect | one-dose cellular ATP content (survival), % at 20 µM; EC50 in µM for titrated hits | 190,000 tested, under 10 active;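 active = EC50 below 50 µM in the dose-response confirmation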;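 also: death triggered by thapsigargin at about 15 µM added after 2 h compound pretreatment; cell ATP read after overnight thapsigargin exposure of roughly 18 to 22 hours; normalized against plate controls of thapsigargin alone and 5% DMSO vehicle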
Yfh1-depleted yeast: mitochondrial function rescue without frataxin homolog – Friedreich's ataxia, plus single-dose screen, dose response (AID 1465) | S. cerevisiae Yfh1-off respiration, WST-1 reduction, 72 h; higher fold induction means a stronger effect | fold induction at 50 µM; hits with a dose series show EC50 in µM | hit rate 0.074% among 220,000;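 active = fold induction of absorbance versus untreated yeast above a set limit, then at least 30% activation at any dose in follow-up; inconclusive = repeats straddling the limit, or above it without dose testing; inactive = fold induction below the set limit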;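 also: activators that raise dye reduction in frataxin-depleted yeast; strong numbers were not always called active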
XIAP antagonists: small molecules displacing peptide from XIAP – biochemical, IAP family, fluorescence polarization (AID 1018); XIAP BIR domain, fluorescence polarization peptide displacement; higher % means a stronger effect; displacement, % at 20 µM; hits with a dose series show IC50 in µM; hit rate 0.007% among 200,000; in the data active = displacement above about 50%; also: a part of the inactive calls stands beside numbers as strong as those of hits
WT yeast gro inh: growth inhibition of WT yeast, mitochondrial fusion screen | hit rate 2.1% among 190,000 | AID 1362 | inhibition, % at 10 µM | mitochondrial fusion phenotypic screen, WT strain; in the data active = inhibition above about 58%; tested in S. cerevisiae
UTI89 phage lysis: inhibition of K1F phage lysis, E. coli UTI89, bacterial capsule biogenesis inhibitors, alamar blue (AID 488966); E. coli UTI89 K1F phage lysis, alamar blue, 2 h; higher % means a stronger effect; one-dose inhibition, % at 100 µM; IC50 in µM for titrated hits; hit rate 0.02% among 340,000;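 active = phage lysis inhibition, versus mean bacterial control, above a set limit; inconclusive = no clear call, values can overlap the other calls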;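 also: capsule biogenesis inhibitors block K1F phage lysis so surviving cells raise fluorescence; higher fluorescence means more inhibition of phage lysis; actives were called in the ten point dose series up to 300 µM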
West Nile virus CPE: inhibition of WNV-induced cytopathic effect – cell-based, CPE readout (AID 1621). West Nile virus-infected cells, CPE inhibition; higher % means a stronger effect. CPE inhibition, % at 10 µM; hits with a dose series show IC50 in µM. hit rate 0.02% among 290,000; in the data active = a potency from the dose series; inconclusive = CPE inhibition mostly from about 3.7% at the one dose, without a potency; inactive = the rest, 99 in 100 with CPE inhibition below about 2.2%; also: strong numbers were not always called active
NS5 inhibitors: flavivirus cap methylation enzyme inhibition – biochemical, confirmation dose response, primary screen (AID 588689). Dengue-2 NS5 methyltransferase capping enzyme assay, biochemical; higher % means a stronger effect. one-dose inhibition, % at 25 µM; IC50 in µM for titrated hits. hit rate 0.3% among 340,000; in the data active = a potency from the dose series; inconclusive = inhibition above about 29% without an active follow-up result
RSV antiviral HEp-2: RSV antiviral activity via CPE protection, HEp-2 cells, primary 10 µM value included (AID 2391) | HEp-2 cells, RSV-induced CPE inhibition; higher % means a stronger effect | CPE inhibition, % at 10 µM, or IC50 in µM where a hit was titrated | hit rate 0.13% among 310,000; in the data active = a potency from the dose series; inconclusive = CPE inhibition mostly from about 23% at the one dose, without a potency; inactive = the rest, 99 in 100 with CPE inhibition below about 21%; also: strong numbers were not always called active
WT yeast gro inh mutant strain: also measured in WT yeast gro inh; calls as there; inhibition, %; mitochondrial fusion phenotypic screen, mutant strain inhibition
* marks the source's active call; other numbers are inactive results; i = inactive; ? = inconclusive; · = no result given; [ ] = another dose, or the depositor's remark.

SMILES	Large T inhibition	CSM14.1 death rescue	Yfh1-depleted yeast	XIAP antagonists	WT yeast gro inh	WT yeast gro inh mutant strain	UTI89 phage lysis	West Nile virus CPE	NS5 inhibitors	RSV antiviral HEp-2
COc1cccc(OCc2nc(-c3ccc(Br)o3)no2)c1	9.4%	-0.4%	i	0.1%	25.7	-7.7	0.3%	0.2%	-5.3%	2.8%
COc1ccc(C(=O)NNC2=NC(C)(C)Cc3cc(C)c(C)cc32)cc1	6.6%	-2.3%	·	-5.2%	4.3	10.9	-0.3%	·	-5.0%	2.5%
O=C1c2ccccc2NC(c2ccncc2)N1c1ccccn1 (stereo not drawn)	2.7%	-6.7%	i	-2.6%	7.9	8.5	-0.1%	0.1%	0.5%	-0.8%
CCN(CC)S(=O)(=O)c1ccc(-c2nnc(SC)o2)cc1	6.9%	-1.6%	i	-1.3%	4.8	10.1	0.0%	0.0%	-1.3%	1.7%
CN(CC(=O)Nn1cnnc1)S(=O)(=O)c1cc(Cl)ccc1Cl	-4.6%	-3.1%	i	-3.7%	2.4	-10.5	-0.9%	0.3%	0.8%	0.2%
COc1ccc(NC(=O)c2cc(C)no2)cc1OC	8.1%	·	·	·	·	·	0.0%	0.7%	-5.9%	2.0%
CN1CCN(C(=O)C2(NC(=O)NCc3ccccc3)CCCCC2)CC1	11.2%	-1.2%	i	-6.4%	-0.1	-0.9	1.4%	0.0%	-4.4%	3.5%
CNc1cc(N2CCCC2)ccc1[N+](=O)[O-]	5.4%	1.1%	i	0.3%	-0.4	-10.0	0.2%	0.7%	-6.3%	16.5%
Cc1ccccc1-c1nc(C(=O)NCC2CCCO2)cc2c1[nH]c1ccccc12 (stereo not drawn)	3.2%	·	·	·	·	·	8.0%	-0.7%	-5.1%	·
CCCNc1c(NS(=O)(=O)c2ccc(OC)c(OC)c2)c(=O)oc2ccccc12	5.1%	·	·	·	·	·	0.0%	1.3%	-0.9%	1.1%
CC(=O)NC1=NC(=O)C(C)S1 (stereo not drawn)	0.9%	-0.4%	i	-5.7%	-18.2	-0.6	-1.1%	0.0%	-3.5%	-0.2%
O=C(Nc1ccc(S(=O)(=O)C(F)F)cc1)c1cccc(S(=O)(=O)N2CCOCC2)c1	16.5%	-2.3%	i	0.3%	5.9	15.6	1.1%	-0.3%	-2.0%	?
CCOc1ccc(C(=O)CCC(=O)Nc2ncccc2O)cc1	22.9%	·	·	·	·	·	1.5%[50 µM]	·	1.5%	0.6%
CC(C)CN1C(=O)C(=O)N(CC(=O)NCc2ccc3c(c2)OCO3)C1=O	14.4%	-1.0%	·	3.8%	-4.3	0.1	1.2%	·	7.0%	4.4%
COC(=O)C(NC(=O)c1ccccc1)=C1C=C(C)OC(C)=C1	-2.2%	-1.3%	i	-0.2%	4.4	-39.7	-0.8%	0.2%	-7.5%	1.9%
CCSc1nnc(NC(=O)CN(C)S(=O)(=O)c2ccc(F)cc2)s1	1.4%	-1.1%	i	-9.9%	-4.1	1.2	4.1%	-0.2%	-0.7%	7.5%
CC1=NN(C(=O)c2cccnc2)C(O)(C(F)(F)F)C1 (stereo not drawn)	3.6%	-7.6%	i	-8.6%	1.2	5.8	-0.2%	0.2%	·	0.6%
CSCC[C@H](NC(=O)C1CCN(C(=O)[C@H](Cc2ccccc2)NS(=O)(=O)c2ccc(C)cc2)CC1)C(=O)O	18.8%	·	·	·	·	·	2.4%[50 µM]	-0.3%	-3.3%	0.7%
COc1ccc(OCC(=O)Nc2cccc(C(C)=O)c2)cc1	2.3%	0.6%	·	-2.2%	-9.0	-2.9	-0.4%	·	-5.7%	0.5%
O=C(NNc1ncnc2ccccc12)c1cccc(Cl)c1	13.3%	·	i	·	·	·	0.0%	-0.1%	0.6%	8.3%
CN(C)c1ccc(C(c2nnnn2CCOC(=O)Nc2ccc(Cl)cc2)N2CCOCC2)cc1 (stereo not drawn)	4.3%	-0.4%	i	-5.3%	4.4	6.4	0.3%	-0.2%	5.4%	·
Cc1cc(C)nc(NS(=O)(=O)c2ccc(N3C(=O)C4C5C=CC(C5)C4C3=O)cc2)n1 (stereo not drawn)	3.5%	-2.1%	i	0.5%	-5.8	-11.8	0.3%	0.3%	-4.5%	2.3%
CCOc1ccc(C(=O)CCc2nc3ccccc3s2)cc1	17.3%	-0.7%	i	-6.6%	-18.7	26.8	4.9%	-0.5%	-1.4%	9.8%
O=C(CCc1nc2ccccc2[nH]c1=O)OCC(=O)N1CCc2ccccc21	11.8%	-0.3%	i	-5.3%	-3.5	-5.2	1.1%	0.3%	-12.1%	3.6%
O=C(CSc1ccc([N+](=O)[O-])cn1)Nc1ccc2c(c1)OCO2	4.9%	·	·	·	·	·	-0.1%	-0.5%	-13.3%	0.1%

By substructure, the compounds so far containing a Cl atom (3)
SMILES	Large T inhibition	CSM14.1 death rescue	Yfh1-depleted yeast	XIAP antagonists	WT yeast gro inh	WT yeast gro inh mutant strain	UTI89 phage lysis	West Nile virus CPE	NS5 inhibitors	RSV antiviral HEp-2
CN(CC(=O)Nn1cnnc1)S(=O)(=O)c1cc(Cl)ccc1Cl	-4.6%	-3.1%	i	-3.7%	2.4	-10.5	-0.9%	0.3%	0.8%	0.2%
O=C(NNc1ncnc2ccccc12)c1cccc(Cl)c1	13.3%	·	i	·	·	·	0.0%	-0.1%	0.6%	8.3%
CN(C)c1ccc(C(c2nnnn2CCOC(=O)Nc2ccc(Cl)cc2)N2CCOCC2)cc1 (stereo not drawn)	4.3%	-0.4%	i	-5.3%	4.4	6.4	0.3%	-0.2%	5.4%	·

Later entries:
SMILES	Large T inhibition	CSM14.1 death rescue	Yfh1-depleted yeast	XIAP antagonists	WT yeast gro inh	WT yeast gro inh mutant strain	UTI89 phage lysis	West Nile virus CPE	NS5 inhibitors	RSV antiviral HEp-2
CCCc1[nH]nc2c1C1(C(=O)N(C(C)C)c3ccccc31)C(C#N)=C(N)O2 (stereo not drawn)	3.0%	-0.8%	i	1.9%	12.3	-9.0	0.4%	0.8%	-4.2%	-1.1%
Cc1ccc(CS/C(Nc2ccccc2C)=C(\C#N)C(N)=O)c(C)c1	15.6%	-2.1%	i	-9.5%	5.4	-12.3	0.3%[50 µM]	-1.4%	-6.7%	2.8%
Cc1cc(OCc2nnc(SC(C)C(=O)O)n2Cc2ccccc2)ccc1Cl (stereo not drawn)	27.1%	2.0%	i	-2.5%	-17.0	8.8	·	0.3%	·	·
CCNC(=O)NC(=O)C(C)OC(=O)C1CCN(S(=O)(=O)c2ccccc2C(=O)OC)CC1 (stereo not drawn)	2.8%	-0.7%	i	-3.2%	11.3	-6.3	0.2%	1.4%	-4.7%	1.4%
CCOC(=O)c1[nH]c(C)c(C(=O)OCC(=O)N(CC)C2CCS(=O)(=O)C2)c1C (stereo not drawn)	13.9%	-2.9%	i	-2.0%	0.5	-21.5	0.8%[50 µM]	1.4%	·	1.0%
O=C(c1ccco1)N1CCN(Cc2ccccc2Br)CC1	1.6%	·	·	·	·	·	-0.1%	-0.7%	-2.7%	1.4%
CSc1cccc(NC(=O)COc2ccccc2C)c1	6.2%	-1.9%	i	-3.4%	-1.9	2.7	-0.4%	-0.5%	3.6%	2.7%
COCc1cc(=O)[nH]c(SCCS(=O)(=O)c2ccc(Cl)cc2Cl)n1	8.5%	·	i	·	·	·	-0.5%	-0.2%	-38.3%	·
O=c1c2ccccc2ncn1Cc1ccc2c(c1)OCO2	8.0%	·	·	·	·	·	0.7%	-0.4%	0.8%	0.9%
CCC(CC)NC(=O)c1cc2c(C)nn(Cc3ccccc3Cl)c2s1	13.5%	-2.6%	i	-4.0%	16.5	6.8	0.2%	0.0%	-3.9%	·
O=C(COC(=O)c1nc(Cl)c(Cl)c(Cl)c1Cl)c1ccc[nH]1	20.6%	·	·	·	·	·	1.4%[50 µM]	·	1.5%	1.3%
Cc1nn(Cc2ccc(Cl)c(Cl)c2)c(C)c1NC(=O)c1cc(-c2ccco2)on1	3.8%	3.0%	i	-1.2%	18.6	-12.8	3.9%	·	-12.0%	1.5%
Cc1cc(N2C(=O)C(O)=C(C(=O)c3cccs3)C2c2cccc(Br)c2)no1 (stereo not drawn)	15.7%	·	i	·	·	·	-2.1%	0.7%	-5.4%	4.0%
Cc1ccc(CN2CCCNC2=O)cc1	3.7%	-0.6%	i	-5.5%	-6.5	-6.5	1.4%	0.6%	-8.0%	0.3%
Nn1cnnc1N/N=C/c1ccc(Cl)cc1Cl	6.2%	·	·	·	·	·	0.6%[50 µM]	-0.1%	-1.3%	2.5%
O=C(NC1CCN(S(=O)(=O)c2ccc(Cl)cc2)CC1)c1cccnc1	10.9%	·	·	·	·	·	-0.2%	0.2%	-7.4%	0.1%
CCCOC(=O)NC(CC)COC(=O)Nc1cc(C)ccc1C (stereo not drawn)	4.5%	-0.1%	i	-2.1%	-9.1	13.2	1.1%	-0.5%	-4.3%	-1.1%
COc1ccc(NS(=O)(=O)c2cc(NC(=O)c3ccccc3F)ccc2N2CCCC2)cc1	-2.8%	·	i	·	·	·	1.8%[50 µM]	-1.1%	-10.9%	-0.4%
Cc1ccc(/C=N/N2C(=O)C3C(C2=O)C2C=CC3C23CC3)o1 (stereo not drawn)	2.7%	-2.0%	i	-4.1%	25.6	4.9	2.6%	0.0%	2.0%	-0.3%
CCN(CC(=O)NC1CCS(=O)(=O)C1)C(=O)C(c1ccccc1)c1ccccc1 (stereo not drawn)	2.7%	-3.3%	i	-0.8%	13.3	1.7	0.0%	0.0%	-3.3%	-0.2%
COc1ccccc1NC(=O)NC1(C(=O)N2CCC(C)CC2)CCCCC1	11.9%	·	·	·	·	·	0.2%	-0.3%	-3.3%	1.6%
CC(C)c1nnc(NC(=O)C2CCN(C(=O)Nc3ccc(Cl)cc3)CC2)s1	7.2%	·	·	·	·	·	0.2%	-0.7%	1.6%	7.1%
Cc1cc(NC(=O)NC(=O)c2ccccc2)no1	14.6%	·	·	·	·	·	0.0%	-0.5%	-4.9%	0.4%
Cc1ccccc1C(=O)Nc1ccc2c(c1)CCCN2C(=O)c1cccs1	9.6%	·	·	·	·	·	0.6%	0.2%	0.9%	·
CN(C)/C=N/C(=S)Nc1ccc(Cl)cc1Cl	8.2%	-0.5%	i	-8.0%	13.8	20.2	0.3%	1.2%	-2.3%	-0.5%
CCOC(=O)C(C)Sc1nnc(Cc2cc(=O)[nH]c(=O)[nH]2)n1-c1cccc(OC)c1 (stereo not drawn)	7.8%	-0.9%	i	0.6%	16.1	5.7	-2.3%	-0.2%	13.4%	0.4%
Cc1cccc(Oc2coc3cc(OC(=O)c4cncc(Br)c4)ccc3c2=O)c1	19.9%	0.3%	i	-0.9%	-1.6	5.9	-1.9%	-0.1%	-3.6%	1.3%

An excerpt from above in order of the West Nile virus CPE value, high to low.
smiles | West Nile virus CPE
COCc1cc(=O)[nH]c(SCCS(=O)(=O)c2ccc(Cl)cc2Cl)n1 | -0.2%
CSc1cccc(NC(=O)COc2ccccc2C)c1 | -0.5%
CC(C)c1nnc(NC(=O)C2CCN(C(=O)Nc3ccc(Cl)cc3)CC2)s1 | -0.7%

From PubChem BioAssay
